Screens from PubChem BioAssay.
HIV fusion peptide: inhibitors of HIV fusion peptide binding, primary screen, biochemical, uHTS, fluorescence dequenching (AID 1986); cell-free peptide binding, fluorescence dequenching, 30 min; higher % means a stronger effect; actives 0.3% (n = 290,000); inhibition, % at 20 µM; hits with a dose series show IC50 in µM; in the data active = inhibition mostly above about 52%, no sharp cut-off; inactive = mostly below about 76%; note: some results filed as inactive read as strong as hits
Dengue-2 NS5 capping: Dengue-2 NS5 methyltransferase inhibitors, primary screen, biochemical, confirmation dose response (AID 588689); Dengue-2 NS5 methyltransferase capping enzyme assay, biochemical; higher % means a stronger effect; one-dose inhibition, % at 25 µM; IC50 in µM for titrated hits; actives 0.3% (n = 340,000); in the data active = a potency from the dose series; inconclusive = inhibition above about 29% without an active follow-up result
GPR35 antagonists: GPR35 antagonists blocking zaprinast-driven arrestin recruitment, primary screen, imaging, U2OS, beta-arrestin-GFP, zaprinast agonist (AID 2058); actives 0.052% (n = 290,000); inhibition, % at 10 µM, or IC50 in µM where a hit was titrated; G-protein coupled receptor 35 (Homo sapiens); U2OS GPR35 beta-arrestin-GFP translocation imaging, zaprinast antagonism; higher % means a stronger effect;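 active = inhibition of at least 50% with at least 30 cells and total cytoplasm GFP at most 10,000,000; inconclusive = under 30 cells or total GFP of 10,000,000 plus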
NTR1 agonist: agonists of NTR1, primary screen, imaging, U2OS cells, beta-arrestin-GFP, high content (AID 493036). Neurotensin receptor type 1 (Homo sapiens), P30989. NTR1-U2OS beta-arrestin-GFP spot imaging, agonist mode. activation, % at 20 µM. actives 0.17% (n = 330,000);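 active = activation at or above 40% of the spot to cytoplasm intensity ratio, with at least 20 cells analyzed; inconclusive = wells under 20 cells, flagged as cytotoxic or low count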;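 note: 0% = DMSO without peptide and 100% = 100 nM NTR1 peptide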
Target sequence (P30989 whole entry, looked up): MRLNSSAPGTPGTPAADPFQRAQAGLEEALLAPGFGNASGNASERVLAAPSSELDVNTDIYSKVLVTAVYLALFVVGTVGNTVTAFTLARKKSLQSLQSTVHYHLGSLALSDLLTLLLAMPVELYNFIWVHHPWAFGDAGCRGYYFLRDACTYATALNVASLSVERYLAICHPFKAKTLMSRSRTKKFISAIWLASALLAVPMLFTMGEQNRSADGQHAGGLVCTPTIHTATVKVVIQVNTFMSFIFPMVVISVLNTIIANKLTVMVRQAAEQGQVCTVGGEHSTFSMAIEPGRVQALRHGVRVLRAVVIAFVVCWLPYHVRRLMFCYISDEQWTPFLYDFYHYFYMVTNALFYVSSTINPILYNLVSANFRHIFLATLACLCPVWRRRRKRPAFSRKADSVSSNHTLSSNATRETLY
Siah-1 displacement: Siah-1 peptide-binding antagonists, primary screen, biochemical, fluorescence polarization, rhodamine-plectin, uHTS (AID 1817); Siah-1 / rhodamine-plectin peptide fluorescence polarization; higher % means a stronger effect; one-dose displacement, % at 20 µM; IC50 in µM for titrated hits; actives 0.02% (n = 290,000);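 active = displacement of at least 50% at 20 µM, with a fluorescence ratio check between 0.3 and a set limit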;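 note: plate controls were Siah plus tracer with DMSO for no effect and tracer alone without Siah for full effect; strong numbers were not always called active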
GPR55 LPI antagonism: GPR55 antagonists blocking LPI-driven arrestin recruitment, primary screen, imaging, U2OS, beta-arrestin-GFP, LPI agonist (AID 2013); G-protein coupled receptor 55 (Homo sapiens); U2OS GPR55 beta-arrestin-GFP translocation imaging, LPI antagonism; higher % means a stronger effect; inhibition, % at 10 µM, or IC50 in µM where a hit was titrated; actives 0.13% (n = 290,000);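 active = spots per cell inhibited over 60%, with over 100 cells counted and total cytoplasm intensity under 500,000; inconclusive = wells with under 100 cells, flagged as likely toxic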;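 note: U2OS cells stably carrying GPR55 and arrestin-GFP stimulated by 5 µM LPI near EC80; imaged beta-arrestin-GFP aggregate spots per cell after agonist stimulation; plate controls were LPI-stimulated DMSO wells for no effect and DMSO wells without LPI for full effect; some results filed as inactive read as strong as hits; confirmed hits need IC50 under 10 µM and bright autofluorescent wells are also inconclusive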
K1F lysis inhibition: inhibition of K1F phage lysis, E. coli UTI89, bacterial capsule biogenesis inhibitors, alamar blue (AID 488966); E. coli UTI89 K1F phage lysis, alamar blue, 2 h; higher % means a stronger effect; inhibition, % at 100 µM; hits with a dose series show IC50 in µM; actives 0.02% (n = 340,000);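 active = phage lysis inhibition, versus mean bacterial control, above a set limit; inconclusive = no clear call, values can overlap the other calls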;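 note: capsule biogenesis inhibitors block K1F phage lysis so surviving cells raise fluorescence; higher fluorescence means more inhibition of phage lysis; actives were called in the ten point dose series up to 300 µM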
GPR55 beta-arrestin: GPR55 agonists via beta-arrestin recruitment, primary screen, imaging, U2OS cells, beta-arrestin-GFP redistribution (AID 1961). G-protein coupled receptor 55 (Homo sapiens). U2OS GPR55 beta-arrestin-GFP redistribution imaging; higher % means a stronger effect. activation, % at 10 µM, or EC50 in µM where a hit was titrated. actives 0.048% (n = 290,000);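 active = activation above 40% with more than 50 cells counted in the well; inconclusive = wells holding fewer than 50 cells, flagged as toxic or sparse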;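 note: U2OS osteosarcoma cells stably expressing GPR55 and beta-arrestin-GFP; plate controls were DMSO negative control for no effect and LPI positive control for full effect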
AID2073: inhibitors of Mint1-CaV2.2 protein interaction, biochemical, HTRF (AID 2073); HTRF protein-protein interaction, Mint1-CaV2.2; higher % means a stronger effect; one-dose inhibition, % at 20 µM; IC50 in µM for titrated hits; actives 0.19% (n = 290,000); in the data active = inhibition mostly above about 51%, no sharp cut-off; inconclusive = no clear call, values can overlap the other calls; inactive = mostly below about 53%; note: some results filed as inactive read as strong as hits
NTR1 agonist cell count 20 µM: also measured in NTR1 agonist; calls as there; cell count; measured here: cell count, cytotoxicity flag
* marks the source's active call; other numbers are inactive results; ? = inconclusive; nt = no result given; [ ] = dose if it differs, or a comment. Hits appear at their usual frequency; overall some 1.2% were active at least once.

SMILES | HIV fusion peptide | Dengue-2 NS5 capping | GPR35 antagonists | NTR1 agonist | NTR1 agonist cell count 20 µM | Siah-1 displacement | GPR55 LPI antagonism | K1F lysis inhibition | GPR55 beta-arrestin | AID2073
Cc1ccccc1NC(=O)Cc1cccc(C(F)(F)F)c1 | 2.3% | -3.9% | 5.2% | -1.0 | 44 | -2.1% | 19.6% | 0.7% | 0.0% | 21.1%
CCCCCCc1cc2cc(-c3nnc(-c4cc(OC)c(OC)c(OC)c4)o3)c(=O)oc2cc1O | 73.7%* | nt | -9.5% | -3.4 | 89 | 3.5% | 99.1% | nt | 0.1% | 25.5%
O=C(Nc1ccc(OC(F)(F)F)cc1)C1CC(c2ccc(F)cc2)=NO1 (stereo unspecified) | 1.4% | nt | -11.4% | 1.4 | 84 | 18.9% | 10.6% | 3.5% | 0.2% | 2.3%
CCOC(=O)C1CCCN(Cc2cc(Br)c(OC)cc2OC)C1 (stereo unspecified) | 2.3% | -3.5% | 7.4% | -0.8 | 64 | 4.9% | 3.3% | 7.7% | -0.1% | -3.2%
O=C(/C=C/c1ccc(-c2ccccc2[N+](=O)[O-])o1)c1ccccc1 | 28.1% | -1.4% | -1.7% | nt | nt | -5.1% | 11.8% | 2.5% | 13.5% | -6.7%
Cc1[nH]c(=O)cc2ccccc12 | -1.0% | -16.2% | 1.8% | -1.3 | 56 | -6.9% | 2.1% | -0.2% | -0.1% | ?
COc1ccccc1NC(=O)CSc1ccc(-c2ccco2)nn1 | 2.8% | -1.9% | 2.3% | -0.6 | 64 | -1.4% | 14.2% | 0.2% | -0.1% | 20.0%
CS(=O)(=O)N1CCN(c2ccc(NC(=O)C(c3ccccc3)c3ccccc3)cc2)CC1 | -2.6% | 4.8% | -10.1% | -1.0 | 55 | 3.1% | 8.0% | 1.2% | 1.1% | 2.5%
Cc1cc(NC(=O)CSCCO)no1 | 0.5% | -4.0% | 7.7% | -0.6 | 88 | 3.9% | -1.2% | 0.5% | 0.0% | -4.3%
O=C(Cn1cc(S(=O)(=O)Cc2cccc(F)c2)c2ccccc21)N1CCOCC1 | 0.4% | -5.2% | 8.7% | -0.8 | 64 | 6.5% | 9.4% | 1.9%[50 µM] | -0.1% | -31.7%
O=C(C1CCOCC1)N1CCCC(N2CCN(c3cccc(C(F)(F)F)c3)CC2)C1 (stereo unspecified) | 0.1% | -2.8% | 12.6% | -0.6 | 71 | 2.2% | 9.2% | 0.3% | -0.1% | -8.1%
O=C(Nc1ccc(F)cc1)C1CCCN1S(=O)(=O)c1cccc2nsnc12 (stereo unspecified) | -1.3% | -1.5% | -13.4% | 1.0 | 61 | 3.0% | -7.0% | 0.2% | -0.1% | -1.0%
Cc1ccc(C(=O)OCC(=O)Nc2cc(S(=O)(=O)N3CCOCC3)ccc2C)cc1 | -1.0% | 11.1% | -16.1% | 4.8 | 29 | 7.9% | -0.6% | -0.3% | -0.4% | -9.2%
COc1ccc(-c2ccc(CCC(=O)O)n2-c2ccccc2OC)cc1 | 0.4% | -3.9% | 8.9% | 2.1 | 75 | -3.5% | 1.6% | 1.6% | 0.3% | 16.8%
COc1ccc(-c2cc(-c3cc(C)ccc3O)[nH]n2)cc1 | -2.6% | -2.9% | 12.6% | 43.5* | 95* | -1.2% | -2.0% | -1.8% | -0.1% | 13.4%
O=[N+]([O-])c1ccc(NC(=S)N2CCOCC2)cc1 | 2.6% | -9.1% | -0.5% | -1.8 | 57 | -2.4% | 11.8% | 2.2% | 0.4% | -19.3%
COc1ccc(Cl)cc1N(CC(=O)Nc1ccccc1C(=O)N1CCOCC1)S(C)(=O)=O | 2.9% | -9.1% | 9.3% | 3.8 | 72 | 1.5% | 12.7% | -0.1% | -0.2% | 5.1%
COc1ccc(S(=O)(=O)NCC(=O)N(CC(=O)NC(C)(C)C)Cc2cccs2)cc1 | 2.9% | 5.4% | 17.5% | 0.0 | 45 | 0.4% | 5.3% | -0.2% | 0.3% | 44.5%
COc1ccc(-c2nc3c(Br)c(N)c(Br)cc3o2)cc1 | 1.4% | -11.3% | 4.7% | 2.0 | 63 | -3.5% | -11.9% | 2.4% | -0.3% | 1.3%
O=C(c1ccc(F)cc1)C1CCN(C(=O)c2c(F)cccc2F)CC1 | -1.0% | 5.3% | -4.7% | 0.2 | 52 | -1.6% | -8.1% | 0.0% | -0.3% | 11.6%
O=C1CCC(C(=O)N2CCC(CO)(Cc3ccc(Cl)cc3)CC2)=NN1 | -3.2% | nt | 6.9% | 1.0 | 45 | -1.0% | -2.2% | 0.0% | 0.5% | -6.3%
CC(c1ccon1)N(C)C(=O)CCc1nnc(CCCCc2ccccc2)o1 (stereo unspecified) | 1.1% | 0.0% | -1.0% | 1.1 | 62 | 5.8% | 14.3% | 0.1% | 0.7% | 11.0%
COc1ccc(/C=C/C(=O)NC(=S)NNC(=O)c2cc(OC)c(OC)c(OC)c2)cc1OC | 5.8% | nt | 0.4% | -0.2 | 44 | -9.7% | 6.0% | nt | -0.2% | -41.8%
Cc1cccc(C)c1NC(=O)c1cc(-c2ccccn2)nc2ccccc12 | -0.3% | 2.2% | 16.7% | 2.7 | 63 | 0.0% | -7.5% | -0.2% | 0.3% | -3.7%
COC(=O)N/N=C/c1cc(Cl)cc(Cl)c1OCc1ccc(F)cc1 | 0.4% | 1.9% | 14.2% | 0.3 | 59 | 6.7% | -4.3% | 0.4% | -0.1% | 6.8%
SMILES | HIV fusion peptide | Dengue-2 NS5 capping | GPR35 antagonists | NTR1 agonist | NTR1 agonist cell count 20 µM | Siah-1 displacement | GPR55 LPI antagonism | K1F lysis inhibition | GPR55 beta-arrestin | AID2073
CCOc1cc(N2CCOCC2)c(OCC)cc1NC(=O)COC(=O)COc1ccc(C#N)cc1 | -0.2% | -1.9% | -16.3% | -0.9 | 57 | 1.5% | 13.9% | 0.5%[50 µM] | 0.0% | -11.2%
CC(=O)OCC(=O)N1N=C(c2ccc3ccccc3c2)CC1c1ccccc1 (stereo unspecified) | -1.3% | -3.7% | 1.6% | 5.9 | 74 | 2.1% | -2.2% | 0.1% | 0.5% | 9.7%
COC(=O)c1ccc(CSc2nc3sc(C)c(C)c3c(=O)[nH]2)cc1 | 0.4% | -10.3% | -9.6% | 0.9 | 67 | 1.5% | -1.4% | 0.2% | -1.9% | 10.6%
Cc1cc([N+](=O)[O-])nn1CCCC(=O)NCc1ccccc1 | 1.4% | 3.2% | 1.8% | -0.9 | 35 | 0.4% | -2.9% | 2.4%[50 µM] | -0.3% | -0.9%
O=C1CCCN1C(=O)CCC(=O)N1CCCC1=O | 3.9% | -2.7% | 19.5% | -0.2 | 44 | 0.6% | -5.9% | 0.3%[50 µM] | -0.3% | -4.5%
CC1(C)Cc2c(cnn2-c2ccc(F)cc2)C(NC(=O)c2ccco2)C1 (stereo unspecified) | 0.7% | -0.7% | -9.5% | -0.3 | 77 | 5.7% | 20.7% | -0.1% | -0.2% | 8.4%
O=C(COC(=O)c1cc(Cl)ccc1Cl)NCCN1C(=O)CSC1=O | -1.1% | -2.2% | 2.9% | 0.0 | 56 | -5.8% | -0.7% | 2.0% | 0.2% | 0.7%
Cc1nc2nc(C)n(-c3ccccc3)c2s1 | 3.6% | 3.4% | 12.6% | 0.1 | 56 | -2.6% | 10.3% | 0.2% | -0.2% | 1.9%
CC(=O)N1CCC2(CC1)C(C#N)=C(N)Oc1n[nH]c(C)c12 | 1.3% | -2.5% | 5.2% | 0.4 | 78 | -2.3% | -5.0% | 1.2% | 0.5% | -0.2%
COc1ccc(OC)c(CCNC(=O)c2ccc(NC3=NC4CS(=O)(=O)CC4S3)cc2)c1 (stereo unspecified) | -1.1% | -3.5% | 1.4% | 1.3 | 63 | -4.9% | 10.7% | -0.8% | -0.1% | 6.2%
CCOc1ccc(S(=O)(=O)NCCC(=O)OC(C)C(=O)N2CCc3ccccc32)cc1 (stereo unspecified) | -1.6% | 2.4% | -2.6% | 1.8 | 75 | -3.0% | -6.4% | 0.5% | 0.0% | -7.7%
Cc1cccc2nc(-c3ccccc3)nc(N3CCC(O)(c4ccc(Cl)cc4)CC3)c12 | 1.3% | -4.5% | -9.8% | 7.5 | 49 | -1.7% | 17.0% | 1.2%[50 µM] | 0.0% | 4.2%
CCC1CSC(Nc2ccc(C(=O)/C=C/c3ccc(Br)cc3)cc2)=N1 (stereo unspecified) | -0.2% | -0.9% | 16.5% | 18.6 | 80 | -5.3% | 5.5% | 0.1% | -0.2% | 21.4%
COC(=O)c1ccc(Cl)c(NC(=O)CN(c2ccc3c(c2)OCO3)S(C)(=O)=O)c1 | -1.7% | -0.8% | 4.2% | 0.8 | 90 | -0.3% | 5.0% | 7.9% | 0.2% | -6.1%
O=C(CCC1N=C2c3ccccc3N=C(SCc3ccc(Cl)cc3)N2C1=O)NCc1ccco1 (stereo unspecified) | 10.6% | -6.5% | -3.9% | 3.4 | 94 | -3.8% | 8.1% | -0.1% | -0.1% | 0.3%
COc1ccc(NC(=O)C2CCN(c3cnccn3)CC2)cc1OC | -0.4% | -5.0% | -7.0% | -0.2 | 50 | 0.0% | 1.4% | 0.3% | -0.2% | 2.3%
Cc1cc(C)nc(N2CCCC(C(=O)Nc3ccc4c(c3)OCCO4)C2)n1 (stereo unspecified) | 1.3% | -5.6% | 1.0% | -0.1 | 79 | 32.2% | 12.8% | -1.2% | -0.3% | 1.7%
CCOC(=O)C(=CNc1nc(-c2ccc3ccccc3c2)cs1)C(=O)OCC | 2.7% | 3.9% | 3.3% | 6.1 | 89 | 2.5% | -10.3% | 0.3% | -0.1% | 44.7%
O=C1c2cccc(OCC(=O)N3CCCc4ccccc43)c2CCN1Cc1ccc(Br)cc1 | 0.0% | 1.5% | -16.0% | 16.5 | 57 | 8.3% | 21.8% | 1.6% | -0.5% | 16.9%
